PNC assembly inh: perinucleolar compartment assembly inhibition; PC3M PTB-GFP, PNC prevalence imaging, 16 h; stronger effect = lower value; activity change (PNC), negative = inhibition, % at 10 µM; 140,000 tested, 3.1% active; AID 2417;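 active = readout at or below -70, meaning at least 70% loss of cells showing the perinucleolar compartment, a nuclear body marking cancer cells; inconclusive = readout between -30 and a set limit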;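 note: plate controls were DMSO wells for no effect and camptothecin positive control wells for full effect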
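PC3M cells stably expressing PTB-GFP, 750–1000 cells/well, treated 16 h at 37 °C with compound (23 nl of library stock), in duplicate. After paraformaldehyde fixation and Hoechst stain, imaged at 20x; PNC prevalence scored by image analysis.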
IMPase cell inh: IMPase inhibition in cells. inhibition (IP1 accumulation), % at 46.1 µM. AID 901. 120,000 tested, under 10 active. CHO-M1 cells, IP1 accumulation, HTRF TR-FRET ratio. P97697; active = well fitted curve in the direction sought with a large enough effect in the signal ratio, not every such curve was filed as active; inconclusive = small, poorly fitted or top-dose-only effect, or a change in a side signal; inactive = no such curve, though single readings can be large or run the other way; the % refers to the signal ratio;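 note: cells stimulated with carbachol in lithium chloride buffer; plate controls were DMSO basal wells for no effect and reference inhibitor wells for full effect; higher means more IMPase inhibition seen as more IP1 and lower FRET ratio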
Target sequence (P97697 whole entry, looked up): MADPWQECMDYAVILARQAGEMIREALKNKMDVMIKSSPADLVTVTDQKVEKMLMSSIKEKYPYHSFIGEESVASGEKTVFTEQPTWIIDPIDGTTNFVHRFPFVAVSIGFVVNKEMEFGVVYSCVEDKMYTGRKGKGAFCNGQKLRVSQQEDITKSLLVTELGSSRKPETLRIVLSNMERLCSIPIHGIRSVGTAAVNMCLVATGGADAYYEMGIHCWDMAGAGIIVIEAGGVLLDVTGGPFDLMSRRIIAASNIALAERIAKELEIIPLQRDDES
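Elevated IP1 in lysates lowers TR-FRET signal (665/620 ratio and 620 channel reported). Cells were CHO-M1, given carbachol (50 uM as added) plus 50mM LiCl, pH 7.4, 30 min, 37C; compounds titrated up to 46 uM; AC50 by Hill equation.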
ALOX15B inhib: blocks human 15-lipoxygenase 2 activity; 110,000 tested, 0.56% active; Potency, µM (titrated, usually from 57.1 µM), inactives show top-dose activity change, negative = inhibition, hits mostly inhibitors; purified 15hLO-2, xylenol orange hydroperoxide absorbance; O15296; note: potency is the fitted concentration of half-maximal effect; nearly all actives have a fitted effect of over 60% in size; many of its hits are not listed in these tables
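Purified human 15hLO-2 (50 nM) preincubated 15 min with compound, then 45 uM arachidonic acid for 90 min at RT in 25 mM Hepes pH 7.5, 0.01% Triton X-100. Hydroperoxide detected by Fe-xylenol orange; 573/405 nm absorbance ratio.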
12-hLO inh: inhibitors of human 12-lipoxygenase (ALOX12) | P18054 | purified 12-hLO, xylenol orange hydroperoxide absorbance | Potency, µM (titrated, usually from 57.1 µM), for the others: at the top dose activity change, negative = inhibition, most hits filed as inhibitors | 150,000 tested, 0.12% active | AID 1452; note: potency is the fitted concentration of half-maximal effect; nearly all actives have a fitted effect of over 55% in size; many of its hits are not listed in these tables
Target sequence (P18054 whole entry, looked up): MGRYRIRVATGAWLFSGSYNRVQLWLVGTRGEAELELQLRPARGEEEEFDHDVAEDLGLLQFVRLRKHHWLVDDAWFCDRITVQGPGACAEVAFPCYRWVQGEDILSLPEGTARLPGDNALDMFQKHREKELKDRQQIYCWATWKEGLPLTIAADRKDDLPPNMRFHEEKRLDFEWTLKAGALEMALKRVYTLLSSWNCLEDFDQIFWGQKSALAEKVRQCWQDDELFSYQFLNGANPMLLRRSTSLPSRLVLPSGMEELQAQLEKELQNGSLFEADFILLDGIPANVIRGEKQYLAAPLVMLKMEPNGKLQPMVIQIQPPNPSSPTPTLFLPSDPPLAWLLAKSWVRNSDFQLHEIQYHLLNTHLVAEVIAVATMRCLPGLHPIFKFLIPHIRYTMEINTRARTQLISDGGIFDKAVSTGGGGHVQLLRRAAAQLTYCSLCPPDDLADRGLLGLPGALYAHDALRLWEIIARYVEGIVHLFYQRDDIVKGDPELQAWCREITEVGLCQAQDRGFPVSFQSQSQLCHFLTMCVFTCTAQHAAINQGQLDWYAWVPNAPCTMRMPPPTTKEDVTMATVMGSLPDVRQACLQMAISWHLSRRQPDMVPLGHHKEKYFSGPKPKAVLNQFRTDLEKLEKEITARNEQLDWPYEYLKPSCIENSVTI
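Lipoxygenase turnover measured by absorbance at 573 and 405 nm after Fe-XO development. Human 12hLO 150 nM, arachidonate 40 uM, pH 7.0 Hepes buffer with detergent; 15 min compound preincubation, 30 min reaction.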
* hit, by the source's call; ? = inconclusive; nt = no result given; & = joins results of further samples; [ ] = another dose, or the depositor's remark. Unless noted, calls come from the whole dose curve; as a rule, active = well fitted curve in the direction sought with a large enough effect; inconclusive = small, poorly fitted or top-dose-only effect, or another doubt; inactive = no such curve, though single readings can be large; an effect the other way counts as inactive or inconclusive. Unless noted, % is set by controls: 0 for no effect and ±100 for the full control effect.

SMILES | PNC assembly inh | IMPase cell inh | ALOX15B inhib | 12-hLO inh
COc1cc2c(c(OC)c1OC)-c1ccc(O)c(=O)cc1[C@@H](NC(C)=O)CC2 | nt | 12.4 | -4.1% | -11.1%
CCOc1ccc(C2SCC(=O)Nc3c2c(C)nn3C2CCOC(C)(C)C2)cc1 (stereo not drawn) | 0.5 | -3.7 | 3.8% | -5.5%
CC(=NCc1cccnc1)c1c(O)n(-c2ccccc2C)c(=O)[nH]c1=O | ? | 2.4 | 1.4% | 6.0%
CC1=NN(c2ccccc2)C(=O)C1/C=C1/C(=O)NC(=O)N(c2cccc(C)c2)C1=O (stereo not drawn) | ? | -4.5 | ? | -14.6%
C[N+]1(C)C2CC[C@H]1CC(OC(=O)[C@@H](CO)c1ccccc1)C2 (stereo partly drawn) | nt | nt | -8.3%[11.4 µM] | -3.7%[11.4 µM]
COc1cc(C2NCc3ccccc3-n3cccc32)ccc1O (stereo not drawn) | 49.0 | -0.4 | -1.5%[2.29 µM] | 2.9%
Fc1ccc(C2NCCc3[nH]cnc32)cc1 (stereo not drawn) | ? | -7.4 | nt | -1.6%
CCc1ccc(N2C(=O)NC(=O)/C(=C\c3cccn3CCOc3ccc(C(C)C)cc3)C2=O)cc1 | 1.4 | nt | nt | -0.7%
Cn1c(O)c(C=NCCCNC2CCCCC2)c(=O)n(C)c1=O | -22.2 | nt | nt | -1.6%
Cc1ccc(-n2c(/C=C/c3ccc4c(c3)OCO4)nc3ccccc3c2=O)cc1 | 66.2 | nt | nt | -2.6%
Cc1ccc(C(C)C)c(OCC(=O)N2CCN(Cc3nc4cc([N+](=O)[O-])ccc4n3C)CC2)c1 | -9.9 | nt | nt | 2.4%
O=C(CN1CC=C(c2ccccc2)CC1)NC(=O)NCc1ccco1 | -1.3 | 2.1 | 16.6% | -12.3%
Cc1ccc(C2(O)CC(C)N(C)CC2C)cc1 (stereo not drawn) | 8.3 | 4.1 | 4.4% | -2.0%
CN1/C(=C\C=Nc2ccccc2)C(C)(C)c2ccccc21 | 12.6 | 9.6 | -17.6% | -25.1%
Cc1ccc(-c2nc3ccc(Cl)cc3n2OC(=O)N(C)C)cc1 | -10.4 | 5.4 | 3.9% | 3.5%
CC1=NOC2(C)Nc3ncnn3C(c3ccccc3)C12 (stereo not drawn) | 10.3 | -1.3 | 1.9% | 4.3%
COc1cc(-n2c(=S)[nH]c3ccccc3c2=O)c(Cl)cc1Cl | 18.1 | 4.6 | nt | ?
C=C1C(O)C2OC3(CCC(/C=C/C(C)C4CC(C)=CC5(OC(CC(C)(O)C(=O)O)CCC5O)O4)O3)CCC2OC1C(O)CC(C)C1OC2(CCCCO2)CCC1C (stereo not drawn) | nt | nt | -7.8%[0.0915 µM] | 2.3%[0.00818 µM]
Cc1cccc(C)c1OP(N)(=O)OCC(F)(F)F (stereo not drawn) | ? | nt | nt | -1.2%
CC1(C)CN=C(Nc2nc3ccccc3s2)S1 | -28.1 | 7.0 | 34.9%[activator] | -3.0%
CC(Cc1ccccc1)NC(=O)Cc1ccc(N(C)C)cc1 (stereo not drawn) | 32.3 | nt | nt | 1.4%
Nc1ncnc2c1ncn2[C@@H]1O[C@@H]2CO[P@](=O)(S)O[C@H]2[C@H]1O | nt | nt | -0.3%[0.0915 µM] | 2.2%[0.00818 µM]
CN1[C@@H]2CC[C@H]1CC(OC(=O)c1cc(Cl)cc(Cl)c1)C2 (stereo partly drawn) | nt | ? | 23.2% | 7.3%
CO[C@H]1CC=C2CCN3CCC4=C(CC(=O)OC4)[C@]23C1 | nt | nt | -4.5%[0.0915 µM] | -2.4%[0.00818 µM]
CCOC(=O)C(O)(c1ccc(N=Cc2ccccc2O)c(C)c1)C(F)(F)F (stereo not drawn) | -11.8 | nt | nt | -0.9%
Cc1ccc(C(O)(C(=O)NNC(=O)CN2CCN(C)CC2)c2ccc(C)cc2)cc1 | ? | nt | nt | 1.4%
Oc1ccc(CC2CC3CCN2CC3)cc1O (stereo not drawn) | ? | ? | -1.8% | -26.2%
CCNCCC1(CC)C(=O)NC(=O)NC1=O | nt | nt | -1.4%[11.4 µM] | 4.9%[11.4 µM]
COc1ccc(CCn2c(O)c(C=NCCCn3ccnc3)c(=O)[nH]c2=O)cc1OC | -15.7 | 1.3 | 5.0% | 8.8%
Cc1ccc2nc(N3CCN(C)CC3)[nH]c2c1 | -24.1 | 8.8 | 5.0% | -0.6%
C[C@@]12CC[C@H]3[C@@H](CCC4=C(O)C(=O)CC[C@]43C)[C@H]1CCC2=O | nt | 3.5 | -9.4% | -7.3%
Cc1ccc2c(c1)C1CN(C)CCC1N2C(=O)Nc1cccc(Cl)c1 (stereo not drawn) | 56.7 | 7.7 | 29.9% | 3.3%
COc1ccccc1-n1c(O)c(C=NCCN2CCNCC2)c(=O)[nH]c1=O | 2.4 | -2.3 | 2.4% | 0.4%
COc1ccc(CN2CCN(C(=O)COc3cccc(C)c3)CC2)c(OC)c1 | 23.8 | -4.5 | -7.3% | 0.3%
O=C(c1ccccc1)C(CN1CCCC1)c1ccccc1 (stereo not drawn) | ? | nt | nt | -3.1%
CC(=O)C1CC[C@H]2C3CC[C@@H]4CC(O)CC[C@@]4(C)C3CC[C@]12C (stereo partly drawn) | nt | nt | -4.9% | 2.8%
CCOP(=O)(OCC)C(NC(=O)c1ccccc1)C(Cl)(Cl)Cl (stereo not drawn) | 26.5 | nt | nt | -2.6%
COCCCOc1ccnc(CS(=O)c2nc3ccccc3[nH]2)c1C (stereo not drawn) | nt | nt | 12.6µM* | -9.6%[0.00818 µM]
O=c1[nH]c(=O)n(-c2cccc3ccccc23)c(O)c1/C=N/N1CCCCC1c1cccnc1 (stereo not drawn) | ? | 8.8 | nt | 0.7%
COC(=O)[C@]1(C)C[C@H]1[C@H](NP(=O)(c1ccccc1)c1ccccc1)c1ccccc1 | 56.2 | nt | -8.1% | -2.9%&1.4%
Cc1ccc(C)c(NC2=NCCCS2)c1 | ? | 7.9 | 13.7% | -0.1%
CN(CCC(N)CC(=O)NC1C=CC(n2ccc(N)nc2=O)OC1C(=O)O)C(=N)N (stereo not drawn) | nt | nt | -8.1% | -15.1%
CCCCOC(=O)c1ccccc1C(=O)OCc1ccccc1 | nt | nt | -3.8% | 6.2%
Cc1coc2c1CCC(C)C2 (stereo not drawn) | nt | nt | -6.6% | -5.1%
C[C@]12CC[C@H](O)C[C@@H]1CC[C@H]1[C@H]2CC[C@]2(C)[C@H](C(=O)CO)CC[C@@H]12 | nt | 4.1 | -13.7% | -4.1%
CN1c2ccc([N+](=O)[O-])cc2CC2(C(=O)NC(=O)N(c3ccc(Br)cc3)C2=O)C1c1ccccc1 (stereo not drawn) | 10.5 | 4.7 | nt | 0.3%
O=C(CN1CCCCC1)NCC(=O)Nc1ccc(Br)cc1C(=O)c1ccccc1 | 52.5 | -1.1 | 20.6% | 0.1%
O=C(c1ccc2c(=O)n(Cc3ccc4c(c3)OCO4)c(=S)[nH]c2c1)N1CCC2(CC1)OCCO2 | 29.3 | -5.5 | -7.4% | -3.7%

Rewritten as a markdown table: part of the list above
| canonical_smiles | PNC assembly inh | IMPase cell inh | ALOX15B inhib | 12-hLO inh |
| --- | --- | --- | --- | --- |
| O=C(CN1CCCCC1)NCC(=O)Nc1ccc(Br)cc1C(=O)c1ccccc1 | 52.5 | -1.1 | 20.6% | 0.1% |
| O=C(c1ccc2c(=O)n(Cc3ccc4c(c3)OCO4)c(=S)[nH]c2c1)N1CCC2(CC1)OCCO2 | 29.3 | -5.5 | -7.4% | -3.7% |

(listing goes on)
SMILES | PNC assembly inh | IMPase cell inh | ALOX15B inhib | 12-hLO inh
c1ccc(C2CO2)cc1 (stereo not drawn) | nt | nt | -1.0% | -2.0%
CC1CCCC(=O)CCC/C=C/c2cc(O)cc(O)c2C(=O)O1 (stereo not drawn) | nt | nt | 3.6% | -4.5%
CCCCOCCCn1c(N)c(C(=O)OCCOC)c2nc3ccccc3nc21 | -29.0 | 8.1 | -28.8% | ?
CNC(=O)N(C)c1nnc(C(C)(C)C)s1 | ? | -9.0 | -2.7% | 3.7%
CC(C)c1cc2c(c(O)c1O)[C@@]1(C(=O)O)CCCC(C)(C)[C@@H]1CC2 | nt | nt | ? | ?
c1cc(CN2CCCC3(CCNCC3)C2)ccn1 | nt | nt | 16.7% | 1.7%
Cn1c(O)c(C(=NCCN2CCCCC2)c2ccccc2Cl)c(=O)n(C)c1=O | ? | -11.1 | -6.5% | -5.4%
CCN1CCN(c2cc(N3CCCC3)c(F)cc2[N+](=O)[O-])CC1 | 1.2 | -7.4 | nt | -5.6%
COc1ccccc1N1C(=O)NC(=O)/C(=C/c2ccc3c4c(cccc24)CC3)C1=O | 21.0 | -7.7 | nt | -24.9%
C=CCn1c(O)c(C(C)=NCCN2CCOCC2)c(=O)[nH]c1=O | 32.7 | -5.2 | -6.1% | 2.7%
CC[C@]1(O)C(=O)OCc2c1cc1n(c2=O)Cc2cc3ccccc3nc2-1 | nt | -18.1 | 1.9% | -1.9%
O=C1CC(N2CC=C(c3ccc(F)cc3)CC2)C(=O)N1c1ccc(F)cc1 (stereo not drawn) | -9.2 | 7.5 | 19.5% | -18.0%
Cn1c(O)c(C=Nc2ccccc2Sc2ccccc2)c(=O)n(C)c1=O | 20.4 | nt | nt | 2.0%
CC(C)CN1CCC2(CC1)CCN(C(=O)Oc1ccccc1)CC2 | nt | nt | -1.4% | -12.6%
Fc1ccc(CNCCc2ccccc2F)cc1 | -6.0 | nt | nt | -0.8%
Cc1ccc(N2C(=O)/C(=C/N3CCN(C(=O)c4ccco4)CC3)C(=O)NC2=S)cc1C | 12.0 | 6.8 | 24.9% | -7.7%
COC(=O)Nc1nc2ccccc2[nH]1 | nt | nt | 0.2% | -5.0%
CN(C)NC(=O)CCC(=O)O | nt | nt | -5.1% | -1.7%
O=c1cccc2n1CC1CC2CN2CCCC[C@H]12 (stereo partly drawn) | nt | -1.9 | -2.8% | -4.1%
O=C(c1ccc2c(c1)ncn2C1CCCCC1)N1CCC2(CC1)OCCO2 | 56.5 | -7.7 | 10.5% | -0.3%
CC(=O)OC1CC2C(C)(C)C(=O)C=C[C@]2(C)C2CC[C@]3(C)C(=CC(=O)OC3c3ccoc3)[C@]12C (stereo partly drawn) | nt | nt | -8.8% | -0.8%
CC12CCCCC1=[N+]([O-])CN2O (stereo not drawn) | 29.5 | -0.3 | -1.6% | -5.9%
[O-][Cl+2]([O-])O | nt | nt | -9.2% | 1.8%
COc1ccc(C2NCc3ccc4c(c3-n3cccc32)OCO4)cc1O (stereo not drawn) | -108.2* | 3.3 | 8.5%[2.29 µM] | -8.5%
CCCCCCn1c(O)c(C=NC2CCN(Cc3ccccc3)CC2)c(=O)[nH]c1=O | 7.1 | -2.7 | 23.6% | 1.2%
CCOP(=O)(OCC)C(NC(=O)c1ccc(C)cc1)=C(Cl)Cl | 34.5 | -4.9 | nt | -1.0%
CCOC(=O)c1c(C)n(Cc2ccco2)c2c1cc(O)c1ccccc12 | 14.8 | -1.8 | -26.3% | -4.5%
O=c1[nH]c(=O)n(CCC2=CCCCC2)c(O)c1C=NC1CCN(Cc2ccccc2)CC1 | -19.2 | -5.9 | 41.4%[activator] | 8.8%
COc1ccc(C2=NCC(=O)N(CC(=O)NCc3ccco3)c3sc4c(c32)CCCC4)cc1 | 10.1 | -1.6 | -18.2% | -10.0%
Cc1nn(Cc2ccccc2)c(Cl)c1C(=O)OC(C)C(=O)Nc1ccc(F)cc1Cl (stereo not drawn) | 17.8 | -0.4 | nt | 1.2%
CN1Cc2ccccc2[C@@H]2c3cccc4[nH]cc(c34)C[C@H]21 | nt | 14.9 | 4.2% | -2.0%
CCC(=NCCC(c1ccccc1)c1ccccc1)c1c(O)[nH]c(=O)[nH]c1=O | -95.9* | nt | nt | -2.3%
Oc1c(Cl)cc(Cl)cc1CN1CCN(Cc2ccccc2)CC1 | -1.6 | 6.2 | 31.4%[activator] | -4.3%

This is a subset; the hit share may differ from the screen's.
